High-throughput results: PubChem, Broad Institute
NSD2 block = inhibitors of human NSD2 methyltransferase; NSD2-SET H3K36me1 DELFIA fluorescence, biochemical; inhibition, % at 12.5 µM; 0.07% of 44,000 active; in the data active = inhibition above about 54%, passing the limit was not always enough;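 also: inhibitors reduce the monomethyl H3K36 fluorescence signal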
Starred values were filed as active, the others as inactive; & = joins results of further samples. These rows are one share of the data; count on the stated rates, not on these rows.

nr | molecule | NSD2 block
1 | OC(c1ccccc1)(c1ccccc1)C1CCNCC1 | -1
2 | CC1=C[C@H]2[C@]3(O)[C@H](C)[C@@H](O)[C@@]4(O)[C@H]([C@@H]3C=C(CO)C[C@]2(O)C1=O)C4(C)C | -2
3 | C[C@@H]1CN([C@H](C)CO)C(=O)CCCn2nncc2CO[C@@H]1CN(C)C(=O)Oc1ccccc1 | 1
4 | CN1CCN(C(=O)CN=[N+]=[N-])CC1 | 1
5 | Cc1cc(O)cc2oc(=O)c3c(O)cc(O)cc3c12 | 0
6 | C=C[C@@H]1C2=CCOC(=O)C2=CO[C@H]1O[C@@H]1O[C@H](CO)[C@@H](O)[C@H](O)[C@H]1O | 5
7 | COc1cc2ccc(=O)oc2c2ccoc12 | -2
8 | CCCCCCCCCCCCCC(=O)O[C@@H]1[C@@H](C)[C@@]2(O)[C@@H](C=C(CO)C[C@]3(O)C(=O)C(C)=C[C@@H]23)[C@@H]2C(C)(C)[C@]12OC(C)=O | -12
9 | CCOC(=O)[C@@H]1[C@@H]2NC(=S)N(C)[C@@]1(COCc1ccc(OC)cc1)Oc1ccccc12 | 6
10 | CC(C)NCC(O)c1ccc(N)c(C#N)c1 (configuration not stated) | -1
11 | CC(C)(C)c1o[nH]c(=O)c1CC(N)C(=O)O (configuration not stated) | 2
12 | CC1=C2C[C@H]3[C@@H](CC=C4C[C@@H](O)CC[C@@]43C)[C@@H]2CC[C@]12O[C@@H]1C[C@H](C)CN[C@H]1[C@H]2C | -1
13 | CN(C)C(=O)Oc1cc(OC(=O)N(C)C)cc(C(O)CNC(C)(C)C)c1 (configuration not stated) | 1
14 | O=C(O)COc1ccc(Cl)cc1Cl | 6
15 | O=c1cccc2n1C[C@H]1CNCC2C1 | 2
16 | Cc1c(O)c(C(=O)O)c(O)c2c1[C@H](C)[C@@H](C)OC2=O | -7
17 | c1ccc(CCCN2CCN(CCOC(c3ccccc3)c3ccccc3)CC2)cc1 | 5
18 | C[C@H]1CN([C@@H](C)CO)C(=O)CCCn2nncc2CO[C@@H]1CN(C)C(=O)Oc1ccccc1 | -1
19 | CC(C)=CC1C(C(=O)OCc2cccc(Oc3ccccc3)c2)C1(C)C (configuration not stated) | -2
20 | CN1C[C@@H](NS(=O)(=O)N(C)C)C[C@@H]2c3cccc4c3c(cn4C)C[C@H]21 | -5
21 | O=C(O)COc1cc(Cl)c(Cl)cc1Cl | -3
22 | NC(=NCCc1ccc(I)cc1)SCCCc1cnc[nH]1 | 4
23 | O=C(CCCN1CCC2(CC1)C(=O)N(Cc1cccc(F)c1)CN2c1ccccc1)c1ccc(F)cc1 | 17
24 | CN1CCC2=C[C@H](O)[C@H]3OC(=O)c4cc5c(cc4[C@H]3[C@@H]21)OCO5 | -6
25 | CCOC(=O)[C@@H]1[C@@H]2NC(=O)N(C)[C@@]1(C)Oc1ccccc12 | 5
26 | C[C@]12CCC(=O)C=C1CC[C@@H]1[C@@H]2C(=O)C[C@]2(C)C(=O)CC[C@@H]12 | 10
27 | COc1ccc(C(=O)O[C@H]2CC[C@@]3(C)[C@@H]4CC[C@H]5[C@]6(O)C[C@H](O)[C@@]7(O)[C@@H](CN8C[C@@H](C)CC[C@H]8[C@@]7(C)O)[C@]6(O)C[C@@]53O[C@]24O)cc1OC | 2
28 | C[C@H]1CC[C@@H]2[C@@H](C)[C@H]3[C@H](C[C@H]4[C@@H]5CC=C6C[C@@H](O[C@@H]7O[C@H](CO)[C@H](O)[C@H](O[C@@H]8O[C@H](CO)[C@@H](O)[C@H](O)[C@H]8O)[C@H]7O[C@@H]7O[C@@H](C)[C@H](O)[C@@H](O)[C@H]7O)CC[C@]6(C)[C@H]5CC[C@]34C)N2C1 | -4
29 | COC1=CC(=O)O[C@@H](CCc2ccc3c(c2)OCO3)C1 | 4
30 | Cn1cc(C(=O)C(=O)N[C@H]2CN3CCC2CC3)c2ccccc21 | 5
31 | O=c1cccc2n1CC1CNCC2C1 (configuration not stated) | -2
32 | COc1ccc([C@H]2Oc3c(I)c(OC)cc(OC)c3C[C@@H]2O)cc1OC | 0

Brought forward from above: 3 compounds, then new ones.
nr | molecule | NSD2 block
30 | Cn1cc(C(=O)C(=O)N[C@H]2CN3CCC2CC3)c2ccccc21 | 5
31 | O=c1cccc2n1CC1CNCC2C1 (configuration not stated) | -2
32 | COc1ccc([C@H]2Oc3c(I)c(OC)cc(OC)c3C[C@@H]2O)cc1OC | 0
33 | Fc1ccc(C(OCCN2CCN(CCCc3ccccc3)CC2)c2ccc(F)cc2)cc1 | 5
34 | Cc1[nH]c2ccc(Cl)cc2c1C1=CCNCC1 | -1
35 | CN1C(CC(O)c2ccccc2)CCCC1CC(O)c1ccccc1 (configuration not stated) | 3
36 | COc1cc2c(cc1O)C(CCc1ccc(Cl)cc1)N(C)CC2 (configuration not stated) | 3
37 | CN[C@@H](C)[C@@H](O)c1ccccc1 | 3
38 | NNCc1cccc(O)c1 | 3
39 | C[C@]12CCC(=O)C=C1CCC1C2CC[C@@]2(C)C1CC[C@@H]2O (some centres not stated) | 6
40 | CCC1(CC)C(=O)C=CNC1=O | -1
41 | COc1cc2occc2c2oc(=O)ccc12 | -1
42 | Clc1ccc(C2=CCCC3CCC2N3)cn1 (configuration not stated) | 3
43 | CN1C[C@H](CNC(=O)OCc2ccccc2)C[C@@H]2c3cccc4c3c(cn4C)C[C@H]21 | 22
44 | C(=C\c1ccccc1)/CN1CCN(CCOC(c2ccccc2)c2ccccc2)CC1 | 6&6
45 | O=C1NC(=O)c2c1c1c3ccccc3n3c1c1c2c2ccccc2n1C1CCC3O1 | 4
46 | OC12C3C4CC5C6C4C1C6C(C53)N2CCc1cccc(F)c1 (configuration not stated) | 0
47 | COC1=CC(=O)O[C@@H](CCc2ccccc2)C1 | -3
48 | CCOc1cncc(/C=C/CCNC)c1 | 0
49 | CNc1ccccc1C(=O)O | -1
50 | C/C=C\C(C)=C\[C@H](C)C(=O)C[C@H](O)CC1CC(=O)NC(=O)C1 | -3
51 | C=C(C)[C@@H]1CCC(C)=C[C@H]1c1c(OC)cc(C)cc1OC | 3
52 | CNC(=O)O/N=C/C(C)(C)SC | 4
53 | CC(C)N(CCC(C(N)=O)(c1ccccc1)c1ccccn1)C(C)C (configuration not stated) | 0
54 | CC(=O)OC1CN2CCC1CC2 (configuration not stated) | 0
55 | CN1CCN(c2ccc3ccccc3n2)CC1 | 1
56 | C[C@@H]1O[C@@H](O[C@@H]2C=C3CC[C@@H]4C(CC[C@]5(C)[C@@H](c6ccc(=O)oc6)CC[C@]45O)[C@@]3(C)CC2)[C@H](O)[C@H](O)[C@H]1O (some centres not stated) | 1
57 | N#CC(O[C@@H]1O[C@H](CO)[C@@H](O)[C@H](O)[C@H]1O)c1ccccc1 (some centres not stated) | 34
58 | COc1ccc(-c2cc(=O)c3c(OC)c(OC)c(OC)cc3o2)cc1 | 4
59 | C[C@H]1CN([C@@H](C)CO)C(=O)CCCn2nncc2CO[C@H]1CN(C)C(=O)Oc1cccc2ccccc12 | 3
60 | COc1ccccc1N1CCNCC1 | -3
61 | COc1ccc(C(=O)OC2C[C@H]3CC[C@H](C2)N3C)cc1OC (some centres not stated) | 5
62 | COC(=O)N1CCN(C(=O)Cc2ccc(Cl)c(Cl)c2)C(CN2CCCC2)C1 (configuration not stated) | 26
63 | O=C(O)c1[nH]c2ccc(Cl)cc2c1CC(=O)N1CCC2(CC1)OCCO2 | 11
64 | COC[C@H]([C@@H](O)[C@@H](O)C(=O)NCC[C@@H](C)c1nc(/C=C/C[C@H]2OC3(C[C@H](O)[C@H]2C)OC([C@@H](C[C@@H](O)[C@@H](C)[C@@H](O)[C@@H](C)/C=C(C)/C(C)=C/C=C/C(C)=C\C#N)OC)[C@@H](OP(=O)(O)O)C3(C)C)co1)N(C)C (some centres not stated) | -3

Rewritten with each value named: part of the list above.
58) COc1ccc(-c2cc(=O)c3c(OC)c(OC)c(OC)cc3o2)cc1
  NSD2 block: 4

59) C[C@H]1CN([C@@H](C)CO)C(=O)CCCn2nncc2CO[C@H]1CN(C)C(=O)Oc1cccc2ccccc12
  NSD2 block: 3

60) COc1ccccc1N1CCNCC1
  NSD2 block: -3

61) COc1ccc(C(=O)OC2C[C@H]3CC[C@H](C2)N3C)cc1OC (some centres not stated)
  NSD2 block: 5

(more compounds)
nr | molecule | NSD2 block
65 | CC1(C)C2CC(=O)[C@]3(C)C(CC[C@@]4(C)[C@H](c5ccoc5)OC(=O)[C@H]5O[C@]543)[C@@]2(C)C(=O)C[C@H]1O (some centres not stated) | 2
66 | C[C@H](CO)N1C[C@H](C)[C@H](CN(C)C(=O)Oc2cccc3ccccc23)OCc2cnnn2CCCC1=O | -2
67 | CC(C)=CCCN1CCC(NC(=O)[C@](O)(c2ccccc2)C2CCCC2)CC1 | -2
68 | C=CC1C[N+]2([O-])CCC1CC2C(O)c1ccnc2ccccc12 (configuration not stated) | 9
69 | Cc1ccc2c(c1)Cc1c(C(=O)NN3CCCCC3)nn(-c3ccc(Cl)cc3Cl)c1-2 | -4
70 | CCCCC/C=C/C/C=C/C/C=C/C/C=C/CCCC(=O)NCCCC(=O)O | 5
71 | CN1[C@@H]2CC[C@H]1CC(OC(=O)C1C=Nc3ccccc31)C2 (some centres not stated) | 1
72 | CCNc1nc(Cl)nc(NC(C)C)n1 | 1
73 | C=C(C)C1Cc2c(ccc3c(=O)c4c(oc23)COc2cc(OC)c(OC)cc2-4)O1 (configuration not stated) | 2
74 | CN1CCc2cc(Cl)c(O)cc2[C@H]2c3ccccc3CC[C@@H]21 | 4
75 | CCCN1CCc2cccc3c2[C@H]1Cc1ccc(O)c(O)c1-3 | 4
76 | CC(C)=CC1C(C(=O)OCc2coc(Cc3ccccc3)c2)C1(C)C (configuration not stated) | 6
77 | C=C(C)c1cc2cc(C(C)=O)c(O)cc2o1 | 3
78 | O=C(O)c1nn(Cc2ccc(Cl)c(Cl)c2)c2ccccc12 | 4
79 | CCCN1CCC[C@@H]2Cc3nc(N)ncc3C[C@H]21 | -2
80 | C[C@H]1CN([C@@H](C)CO)C(=O)CCCn2cc(nn2)CO[C@H]1CN(C)C(=O)Oc1cccc2ccccc12 | 2
81 | CC[C@H]1CN2CCC1C[C@H]2[C@H](O)c1ccnc2ccc(OC)cc12 (some centres not stated) | 1
82 | Cc1ncsc1CCCl | -1
83 | CC(Cc1ccc(O)cc1)NCC(O)c1cc(O)cc(O)c1 (configuration not stated) | 4
84 | C[C@]12C=CC(=O)C=C1CCC1C2CC[C@]2(C)C(=O)CCC12 (some centres not stated) | 1
85 | COc1cc2c(cc1O)CCNC2C (configuration not stated) | 1
86 | C[C@@H]1CN([C@@H](C)CO)C(=O)CCCn2cc(nn2)CO[C@@H]1CN(C)C(=O)Oc1cccc2ccccc12 | 2
87 | C[C@H](CO)N1C[C@H](C)[C@H](CN(C)C(=O)Oc2cccc3ccccc23)OCc2cn(nn2)CCCC1=O | 4
88 | C[C@]12CC[C@@H](O)C[C@@H]1CC[C@@H]1[C@@H]2CC[C@]2(C)[C@@H](C(=O)CO)CC[C@@H]12 | 4
89 | CCCCC/C=C\C/C=C\C/C=C\C/C=C\CCCC(=O)NCc1ccc(O)c(OC)c1 | -3
90 | CC(=O)OCC(=O)[C@H]1CC[C@H]2[C@@H]3CC[C@H]4C[C@H](O)CC[C@]4(C)[C@H]3C(=O)C[C@]12C | 0
91 | CCC1(C)CC(=O)NC(=O)C1 | 2
92 | COc1ccc2c(c[n+](C)c3c4cc5c(cc4ccc23)OCO5)c1OC | 3
93 | COc1ccc2c(c1OC)C(=O)O[C@@H]2[C@@H]1c2cc3c(cc2CCN1C)OCO3 | -2
94 | C/C=C1/CN2C3CC1C(CO)C2Cc1c3[nH]c2ccc(OC)cc12 (configuration not stated) | -6

Taken from above.
Entry of compound 91 under NSD2 block: 2
Entry of compound 89 under NSD2 block: -3
Entry of compound 90 under NSD2 block: 0
Entry of compound 94 under NSD2 block: -6
Entry of compound 93 under NSD2 block: -2
Entry of compound 92 under NSD2 block: 3
